MEX-5 binding – MEX-5 zinc finger RNA-binding disruptors – biochemical, C. elegans, fluorescence polarization, MLPCN library, primary screen; Zinc finger protein mex-5 (Caenorhabditis elegans), Q9XUB2; MEX-5/FITC-TCR2 RNA binding; stronger effect = lower value; activity score (negative = inhibition of binding), % at 10 µM; hit rate 0.38% among 300,000; AID 1832, 2009;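 active = inhibition past about -25% in most replicates, and total fluorescence under double the plate's negative control median, limit read from the data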;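 also: 0% = DMSO and -100% = 5 µM competing unlabeled TCR2 RNA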
MCL1-BIM inh – inhibitors of MCL1 binding to BIM-BH3, primary screen, biochemical, fluorescence polarization. hit rate 0.68% among 320,000. inhibition, % at 10.9 µM. GST-MCL1 / FITC-Bim-BH3 fluorescence polarization. Induced myeloid leukemia cell differentiation protein Mcl-1 (Homo sapiens), Q07820;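 active = inhibition above the mean inhibition of all tested compounds plus 3 SD, set per campaign, cut at about 40% in these data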;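 also: 0% = DMSO wells and 100% = unlabeled Bim-BH3 peptide control; higher means more loss of mP so more displacement of Bim peptide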
Yeast superoxide – reduction of superoxide in aged yeast, primary screen, HTS; hit rate 0.18% among 330,000; superoxide response (% of plate mean), % at 10 µM; S. cerevisiae aged cells, superoxide DHE fluorescence; stronger effect = lower value;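 active = superoxide response under a set limit, about three screen SD below normal, cut at about 65% in these data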;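 also: yeast aged for seven days with compound at 30 °C before DHE staining; 100% = average MFI of all compound-treated wells on the plate with controls excluded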
VLA-4 inh – inhibition in human VLA-4 binding assay, primary screen, VLA-4 allosteric modulator project, MLPCN library, flow cytometry, VLA-4 expressing cells; ligand binding flow cytometry; inhibition, % (about 7 µM as worked out from the volumes in the protocol); hit rate 0.2% among 330,000; AID 2557, 2010; in the data active = inhibition above about 50%
Target sequence (P13612 whole entry, looked up): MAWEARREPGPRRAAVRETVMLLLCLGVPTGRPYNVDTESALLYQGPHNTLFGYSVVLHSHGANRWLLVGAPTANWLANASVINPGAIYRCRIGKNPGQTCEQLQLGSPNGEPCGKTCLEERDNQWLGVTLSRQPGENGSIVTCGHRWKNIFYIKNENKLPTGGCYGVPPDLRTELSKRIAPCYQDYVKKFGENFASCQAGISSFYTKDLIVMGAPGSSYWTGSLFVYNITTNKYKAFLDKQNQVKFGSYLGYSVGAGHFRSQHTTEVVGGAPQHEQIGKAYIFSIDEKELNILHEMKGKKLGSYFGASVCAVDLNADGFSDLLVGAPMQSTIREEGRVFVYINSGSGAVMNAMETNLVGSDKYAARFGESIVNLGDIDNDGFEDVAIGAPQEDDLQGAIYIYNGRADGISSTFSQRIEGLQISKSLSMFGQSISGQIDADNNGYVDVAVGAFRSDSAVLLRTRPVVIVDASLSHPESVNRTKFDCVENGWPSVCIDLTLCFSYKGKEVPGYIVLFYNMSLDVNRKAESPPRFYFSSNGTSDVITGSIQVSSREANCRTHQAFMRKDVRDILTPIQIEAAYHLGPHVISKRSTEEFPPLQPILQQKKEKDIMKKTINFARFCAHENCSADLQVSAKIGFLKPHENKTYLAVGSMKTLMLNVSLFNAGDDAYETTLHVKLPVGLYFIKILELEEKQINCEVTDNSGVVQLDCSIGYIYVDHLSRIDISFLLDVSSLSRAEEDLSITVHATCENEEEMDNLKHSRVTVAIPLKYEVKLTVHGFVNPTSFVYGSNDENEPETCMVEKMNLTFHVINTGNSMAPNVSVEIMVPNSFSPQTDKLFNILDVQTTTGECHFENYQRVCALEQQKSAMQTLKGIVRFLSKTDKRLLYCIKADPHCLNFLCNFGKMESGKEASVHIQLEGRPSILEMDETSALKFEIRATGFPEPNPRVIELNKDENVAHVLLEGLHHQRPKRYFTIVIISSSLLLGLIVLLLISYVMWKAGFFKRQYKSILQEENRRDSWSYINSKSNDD
GRK2 aptamer HTS – compounds blocking aptamer binding on GRK2 – biochemical, human GRK2, bead flow cytometry, HTS, primary screen. Beta-adrenergic receptor kinase 1 (Homo sapiens), P25098. FAM-aptamer displacement from GRK2. inhibition of aptamer binding, % at 10 µM. hit rate 0.59% among 330,000;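 active = inhibition of aptamer binding above 40%, roughly 3 SD of noise, on plates passing a quality check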;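 also: median bead fluorescence of bound FAM aptamer so fluorescent compounds give negative values; no value below 0 was filed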
GLD-1 RNA inh – GLD-1/TGE RNA complex disruptors, primary screen, biochemical, fluorescence polarization | purified GLD-1 + fluorescein TGE RNA | inhibition, % at 5.96 µM | hit rate 0.44% among 320,000 | AID 2280, 2010;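 active = percent inhibition above a per-plate cutoff, the plate mean of test compounds plus 3 SD, cut at about 30% in these data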;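 also: 0% = DMSO wells with GLD-1 and probe and 100% = wells lacking GLD-1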
Bcl-xL primary – inhibitors of human Bcl-xL, primary screen, biochemical, fluorescence polarization, HTS. hit rate 0.7% among 320,000. Bcl-2-like protein 1 (Homo sapiens), Q07817. inhibition, % at 10.9 µM. GST-Bcl-xL / FITC-Bim BH3 peptide fluorescence polarization;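 active = inhibition above the mean of all tested compounds plus 3 SD, cutoff set per campaign, cut at about 30% in these data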;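 also: 0% = DMSO wells and 100% = unlabeled Bim-BH3 peptide competitor; inhibitors lower millipolarization by displacing the labeled peptide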
AGP1 TOR yeast – modulators of AGP1-GFP expression in yeast TOR pathway, primary screen, cell-based, multiplex flow cytometry, S. cerevisiae, MLPCN library; 3 h; GFP as percent of DMSO wells; GFP response vs DMSO, % at 10 µM; hit rate 0.02% among 320,000; AID 2066, 2009;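 active = GFP response relative to DMSO above a set limit, near screen average plus 3 SD, cut at about 150% in these data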;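 also: median GFP channel fluorescence of the gated AGP1 strain per well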
CIT2 TOR yeast – modulators of CIT2-GFP expression in yeast, primary screen, S. cerevisiae, GFP fusion, multiplex flow cytometry, MLPCN library. S. cerevisiae CIT2-GFP strain, 3 h; 100 means same as DMSO wells. GFP response vs DMSO, % at 10 µM. hit rate 0.065% among 320,000;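 active = GFP response relative to DMSO above a set limit, near the screen mean plus 3 SD, cut at about 150% in these data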;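 also: ratio of well median GFP fluorescence to mean of DMSO wells on the plate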
* = called active by the depositor; . = no result given; + = active, no number.

SMILES	MEX-5 binding	MCL1-BIM inh	Yeast superoxide	VLA-4 inh	GRK2 aptamer HTS	GLD-1 RNA inh	Bcl-xL primary	AGP1 TOR yeast	CIT2 TOR yeast
O=C(N/N=C/c1ccccc1)c1ccc(N2CCCC2=O)cc1	1.2	5	102	8	3	13	3	100	95
CCN(CC)CCCn1c(C)cc2c(c1=O)C(c1ccc(OC)c(OC)c1OC)C(C#N)=C(N)O2 (centres undefined)	2.6	4	89	15	2	8	4	102	105
O=C(O)c1ccc(Nc2c3ccccc3nc3ccccc23)cc1	-1.3	4	93	-7	2	6	5	97	101
Cn1c(=O)c2c(nc(N3CCN(Cc4ccccc4)CC3)n2CCCc2ccccc2)n(C)c1=O	0.5	0	111	-4	2	11	2	96	98
CCCC(=O)Nc1ccc(-c2csc(-c3cccnc3)n2)cc1	1.9	.	106	5	0	.	.	94	100
CCOc1ccc(NC(=O)C2CCCN2S(=O)(=O)c2ccc(OCC)cc2)cc1 (centres undefined)	0.0	12	114	-36	0	-12	3	75	96
O=C1Nc2ccccc2/C1=N\N=C\c1ccc(O)c(O)c1	-12	25	68	-4	2	3	10	106	106
CCC1CCCCN1C(=O)CSc1nnc(-c2cccc(Cl)c2)o1 (centres undefined)	-1.6	-11	104	4	0	1	-12	101	102
CCOC(=O)C1(Cc2ccc(OC)cc2)CCN(C(=O)CN2CCOC2=O)CC1	0.8	6	101	-3	0	1	4	106	94
Cc1[nH]nc2c1C(c1cccc(OC(=O)N3CCOCC3)c1)C(C#N)=C(N)O2 (centres undefined)	-5.4	-5	125	-7	0	-3	8	102	114
CC(c1ccccc1)N1C(=O)c2ccccc2C1(O)Cc1ccccc1 (centres undefined)	0.1	0	89	22	0	8	6	99	104
CC(C)(C)C1=CC(=O)C(=O)C(C(C)(C)C)=C1	0.8	26	88	14	6	5	17	69	90
CCOC(=O)[C@@H](C)N(Cc1ccc(OC)cc1)S(=O)(=O)N(Cc1ccccc1)[C@H](C(=O)OC)C(C)C	.	7	104	0	0	2	4	97	95
COc1cc(NC(=O)c2noc3c2CCCC3)c(OC)cc1Cl	0.2	-15	126	2	0	-1	-10	94	88
COc1ccc(NS(=O)(=O)c2cccc(C(=O)N/N=C/c3cn(-c4ccccc4)nc3-c3ccc(OC)cc3)c2)cc1	0.1	3	103	-3	1	2	0	98	102
COc1ccc(OC)c(NC(=O)CSc2nnc(C3CCCCC3)n2-c2ccccc2)c1	0.8	-1	101	0	4	-2	0	99	84
COCCCNC(=O)C1CCC(CNS(=O)(=O)c2ccc(Cl)cc2)CC1 (centres undefined)	2.7	5	103	26	0	5	5	101	104
CN(NC(=O)Nc1ccc(Cl)cc1)c1ncc(C(F)(F)F)cc1Cl	0.2	7	98	5	0	1	1	99	.
O=c1[nH][nH]c(-c2ccccc2O)c1C(C[N+](=O)[O-])c1ccc(Cl)cc1Cl (centres undefined)	-0.2	5	97	4	4	-1	3	100	85
CSc1ncc2ncn(C3OC(CO)C(O)C3O)c2n1 (centres undefined)	2.3	1	95	9	0	-3	6	93	86
O=C(c1ccccc1)c1sc(N2CCCCCC2)nc1-c1ccccc1	-2.5	-3	134	18	9	-5	6	94	106
Cc1cc2oc(C(=O)Nc3ccc(S(=O)(=O)Nc4ncccn4)cc3)cc(=O)c2cc1Cl	-1.1	2	102	-6	1	8	-6	95	104
Cc1ccc(CNC(=O)C(=O)NCC2OCCN2C(=O)c2ccc(Cl)cc2)cc1 (centres undefined)	1.8	3	105	26	0	-1	5	101	96
CC(NC(=O)NNC(=O)c1ccncc1)(C(F)(F)F)C(F)(F)F	2.5	12	101	8	1	-2	7	99	92
O=C(CSc1nc2ccccc2c(=O)n1-c1ccccc1Cl)NCC1CCCO1 (centres undefined)	.	0	82	4	6	2	-2	89	80
CC(=O)c1cccc(NC(=O)C=C(C)C)c1	-2.1	5	90	22	0	-1	4	98	98
CCOC(=O)N1CCN(c2nc(-c3cccs3)nc3ccccc23)CC1	1.4	0	101	-4	2	1	0	91	100
Cc1nnc(C)n1/N=C/c1ccccc1	-2.8	3	110	10	2	8	3	105	98
O=C(Nc1cccc(Cl)c1)c1ccc(=O)[nH]n1	1.2	-1	105	5	0	-1	0	93	97
O=C(CC(=O)N/N=C\c1c(Cl)cccc1Cl)NCc1ccccc1	-1.8	-4	85	19	1	-7	-2	115	92

Results in Yeast superoxide and GLD-1 RNA inh (6 entries from above):
canonical_smiles | Yeast superoxide | GLD-1 RNA inh
O=c1[nH][nH]c(-c2ccccc2O)c1C(C[N+](=O)[O-])c1ccc(Cl)cc1Cl (centres undefined) | 97 | -1
CSc1ncc2ncn(C3OC(CO)C(O)C3O)c2n1 (centres undefined) | 95 | -3
O=C(c1ccccc1)c1sc(N2CCCCCC2)nc1-c1ccccc1 | 134 | -5
Cc1cc2oc(C(=O)Nc3ccc(S(=O)(=O)Nc4ncccn4)cc3)cc(=O)c2cc1Cl | 102 | 8
Cc1ccc(CNC(=O)C(=O)NCC2OCCN2C(=O)c2ccc(Cl)cc2)cc1 (centres undefined) | 105 | -1
CC(NC(=O)NNC(=O)c1ccncc1)(C(F)(F)F)C(F)(F)F | 101 | -2

One compound at a time, as listed above. Values in the order: MEX-5 binding | MCL1-BIM inh | Yeast superoxide | VLA-4 inh | GRK2 aptamer HTS | GLD-1 RNA inh | Bcl-xL primary | AGP1 TOR yeast | CIT2 TOR yeast
CSc1ncc2ncn(C3OC(CO)C(O)C3O)c2n1 (centres undefined) is entered as 2.3 | 1 | 95 | 9 | 0 | -3 | 6 | 93 | 86
O=C(c1ccccc1)c1sc(N2CCCCCC2)nc1-c1ccccc1 is entered as -2.5 | -3 | 134 | 18 | 9 | -5 | 6 | 94 | 106
CCOC(=O)N1CCN(c2nc(-c3cccs3)nc3ccccc23)CC1 is entered as 1.4 | 0 | 101 | -4 | 2 | 1 | 0 | 91 | 100
COc1ccc(OC)c(NC(=O)CSc2nnc(C3CCCCC3)n2-c2ccccc2)c1 is entered as 0.8 | -1 | 101 | 0 | 4 | -2 | 0 | 99 | 84

A draw from above in order of length of the SMILES, ascending:
SMILES	MEX-5 binding	MCL1-BIM inh	Yeast superoxide	VLA-4 inh	GRK2 aptamer HTS	GLD-1 RNA inh	Bcl-xL primary	AGP1 TOR yeast	CIT2 TOR yeast
Cc1nnc(C)n1/N=C/c1ccccc1	-2.8	3	110	10	2	8	3	105	98
CCOC(=O)N1CCN(c2nc(-c3cccs3)nc3ccccc23)CC1	1.4	0	101	-4	2	1	0	91	100
CN(NC(=O)Nc1ccc(Cl)cc1)c1ncc(C(F)(F)F)cc1Cl	0.2	7	98	5	0	1	1	99	.

More structures follow.
SMILES	MEX-5 binding	MCL1-BIM inh	Yeast superoxide	VLA-4 inh	GRK2 aptamer HTS	GLD-1 RNA inh	Bcl-xL primary	AGP1 TOR yeast	CIT2 TOR yeast
O=C(NCCC1=CCCCC1)C1CCN(S(=O)(=O)c2cccc(C(F)(F)F)c2)CC1	.	4	87	42	0	3	0	109	106
COc1cccc2cc(-c3cc(=O)oc4cc(C)c(OCC(C)=O)cc34)oc12	-2.9	3	134	7	4	-7	3	90	94
Cc1ccc(/C=N/NC(=O)CN2CCN(Cc3ccccc3)CC2)s1	-4.2	5	97	-4	.	-2	3	102	87
N#C/C(=N\Nc1ccc(Cl)cc1)C(N)=S	-0.7	2	106	-1	1	8	6	86	86
Cc1ccccc1NC(=O)CN1C(=O)c2ccccc2C1=O	-0.7	4	109	15	3	2	1	98	101
O=C1NC(=O)C2C1C(c1ccccc1)N1C3C(=O)NC(=O)C3C(c3ccccc3)N21 (centres undefined)	1.0	-4	102	0	0	-1	0	106	102
Cc1ccc(N2C(=O)c3cccc4c(N5CCN(C)CC5)ccc(c34)C2=O)c2cccnc12	-58*	+	100	-42	0	137*	+	106	102
CC1Nc2ccccc2C(=O)N1NC(=O)c1ccc(Br)cc1 (centres undefined)	.	8	95	4	2	6	8	99	96
CCOC(=O)C1(CCCc2ccccc2)CCN(C(=O)CCn2cnnn2)CC1	-1.5	-2	101	-6	1	7	1	95	93
CCc1cc(=O)n2[nH]c(C)c(-c3ccccc3OC)c2n1	1.7	2	95	8	1	-1	2	95	101
CC(C)c1nnc(NC(=O)c2ccc(S(=O)(=O)N3CCOCC3)cc2)s1	0.8	1	107	0	3	-1	0	93	88
CCCOC(=O)NC(CC)COC(=O)Nc1cccc(C)c1C (centres undefined)	0.8	-6	96	-17	2	-4	-4	93	95
CC(=O)CSc1ncnc2sc3c(c12)CCC(C)C3 (centres undefined)	0.3	-1	92	6	1	0	1	83	80
CCOC(=O)C1CCCN(C(=O)C(C)(C)Oc2ccc(Cl)cc2)C1 (centres undefined)	-1.2	-1	91	7	0	1	-2	118	115
COc1ccccc1/C=N/OCC(=O)NCc1ccc2c(c1)OCO2	4.8	-3	80	17	0	-5	2	97	97
CCOC(=O)Cc1csc(N/N=C/c2ccc(C(F)(F)F)cc2)n1	-1.7	1	116	6	0	-2	5	111	117
CC1(C)CC(=O)C(C=Nc2cccnc2)=C(O)C1	-0.2	4	101	-5	2	7	8	97	119
COc1cc(CNCCN2CCOCC2)ccc1OCc1ccccc1Cl	0.9	7	102	-5	0	8	6	101	110
CC(NC(=O)/C(=C\c1ccco1)NC(=O)c1ccco1)C(=O)O (centres undefined)	-0.8	24	105	0	0	15	26	105	108
CC(=O)c1cc(F)c(N2CCN(CCC#N)CC2)cc1C	1.8	4	107	2	10	2	2	100	93
Cn1nc(C(=O)Nc2cccc(C(F)(F)F)c2)ccc1=O	.	2	104	-1	0	-2	4	90	.

Rows were taken by chance; any-hit rate near 2.1%.
